IDE act = boosts human insulin-degrading enzyme activity in HEK cells; FAbeta-B cleavage, fluorescence polarization; 0% vehicle, 100% cell-free pure enzyme wells; AID 493087; P14735; activation, % at 5.96 µM; actives 0.073% (n = 340,000);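 active means activation above the mean of all tested compounds plus 3 SD, set per screening campaign, cut at about 17% in these data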
IDE cell inh = inhibitors of human insulin-degrading enzyme in cells | P14735 | HEK cells, FAbetaB cleavage, fluorescence polarization | inhibition, % at 5.59 µM | actives 0.41% (n = 320,000);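 active means percent inhibition above the average of all tested compounds plus 3 SD, set per screening campaign, cut at about 16% in these data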;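 further: IDE supplied by intact live HEK cells; FP after avidin binding of uncleaved biotin substrate so inhibition keeps polarization high; 0% = DMSO wells and 100% = 60 µM reference IDE inhibitor Ii1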
pCIP destab = lowers stability of the mouse p/CIP coactivator protein. F442A p/CIP-EGFP cells, EGFP fluorescence, 16 h. decrease of EGFP signal, % at 10 µM. actives 0.01% (n = 290,000). AID 1984;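 active means EGFP signal decrease of at least 30% at 10 µM or well 3 SD below plate mean, unless failing retest; inactive means the rest, including hits failing retest or dose response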; further: some compounds called inactive have numbers as strong as hits; many of its hits are not listed in these tables
Target sequence (Q05BA5 1-1403): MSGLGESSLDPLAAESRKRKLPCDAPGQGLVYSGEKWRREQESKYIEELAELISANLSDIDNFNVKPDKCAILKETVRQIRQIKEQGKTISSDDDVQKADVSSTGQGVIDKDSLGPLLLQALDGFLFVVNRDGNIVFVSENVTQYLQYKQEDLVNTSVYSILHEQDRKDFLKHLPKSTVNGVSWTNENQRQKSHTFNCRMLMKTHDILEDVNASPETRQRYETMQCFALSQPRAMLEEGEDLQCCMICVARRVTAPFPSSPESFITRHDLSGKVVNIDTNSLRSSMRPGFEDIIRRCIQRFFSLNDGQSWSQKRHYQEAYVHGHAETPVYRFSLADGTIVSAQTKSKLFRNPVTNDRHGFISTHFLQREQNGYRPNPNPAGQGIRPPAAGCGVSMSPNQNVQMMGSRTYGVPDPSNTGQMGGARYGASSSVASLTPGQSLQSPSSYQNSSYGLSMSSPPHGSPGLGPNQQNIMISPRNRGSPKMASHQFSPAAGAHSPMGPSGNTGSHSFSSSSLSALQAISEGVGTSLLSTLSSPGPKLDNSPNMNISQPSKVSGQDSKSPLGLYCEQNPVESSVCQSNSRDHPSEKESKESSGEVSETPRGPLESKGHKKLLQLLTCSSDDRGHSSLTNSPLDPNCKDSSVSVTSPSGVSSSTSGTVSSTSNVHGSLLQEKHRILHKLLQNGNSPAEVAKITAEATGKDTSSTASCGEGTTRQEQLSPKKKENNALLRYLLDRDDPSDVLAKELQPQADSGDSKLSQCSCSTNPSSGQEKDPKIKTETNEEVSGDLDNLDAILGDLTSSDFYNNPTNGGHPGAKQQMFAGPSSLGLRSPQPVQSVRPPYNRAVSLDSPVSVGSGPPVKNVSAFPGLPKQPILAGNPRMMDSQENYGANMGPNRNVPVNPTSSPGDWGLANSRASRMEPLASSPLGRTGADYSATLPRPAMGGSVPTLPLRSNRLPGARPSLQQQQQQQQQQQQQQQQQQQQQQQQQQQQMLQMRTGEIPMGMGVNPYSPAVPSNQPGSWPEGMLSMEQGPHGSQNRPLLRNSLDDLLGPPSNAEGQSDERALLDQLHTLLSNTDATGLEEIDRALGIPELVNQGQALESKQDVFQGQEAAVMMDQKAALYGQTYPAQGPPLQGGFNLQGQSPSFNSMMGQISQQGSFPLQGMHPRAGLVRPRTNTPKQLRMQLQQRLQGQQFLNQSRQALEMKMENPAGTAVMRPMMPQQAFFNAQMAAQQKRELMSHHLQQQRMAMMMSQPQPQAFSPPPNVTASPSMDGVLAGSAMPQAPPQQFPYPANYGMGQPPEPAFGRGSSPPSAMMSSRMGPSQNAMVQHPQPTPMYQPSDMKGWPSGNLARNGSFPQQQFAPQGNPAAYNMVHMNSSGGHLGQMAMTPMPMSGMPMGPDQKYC
IMP-1 inhibitor = inhibitors of Pseudomonas aeruginosa IMP-1 metallo-beta-lactamase; purified IMP-1, nitrocefin hydrolysis, epi-absorbance fluorescence; inhibition, % at 5.6 µM; actives 0.45% (n = 290,000); AID 1556;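 active means inhibition above the mean plus 3 SD of all compounds in the same screening run, cut at about 4.5% in these data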;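 further: 0% = IMP-1 with DMSO and 100% = DMSO wells lacking enzyme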
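Assay system: purified IMP-1; Quantity: IMP-1 0.2 nM before substrate addition; Medium: HEPES buffer pH 7.1 with ZnSO4 and Brij 35; Incubation: 15 min enzyme–compound preincubation, then 25 min nitrocefin reaction, 25 °C; Signal: fluorescence quenching readout, ex 480/em 530 nm; Controls: DMSO with and without IMP-1; Repeats: singlicate testing.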
VIM-2 inhibitor = inhibitors of Pseudomonas aeruginosa VIM-2 metallo-beta-lactamase; AID 1527; inhibition, % at 5.6 µM; actives 0.89% (n = 290,000); purified VIM-2, nitrocefin hydrolysis, epi-absorbance fluorescence;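 active means inhibition above the mean of all tested compounds plus 3 SD, cutoff set per screening run, cut at about 7.5% in these data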;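 further: red hydrolysis product quenches plate fluorescence so inhibitors raise well fluorescence; 0% = enzyme with DMSO and 100% = DMSO without enzyme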
DNA FID counter = counter-screen for HCV NS3 helicase inhibitors: DNA intercalator displacement. AID 1845. DNA fluorescent intercalator displacement, fluorescence. inhibition, % at 7.9 µM. actives 0.17% (n = 290,000); in the data active means inhibition above about 37%;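 further: 0% = vehicle and 100% = reference compound; higher means more ethidium bromide displaced from hairpin DNA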
M18AAP inhibitor = blocks P. falciparum M18 aspartyl aminopeptidase; AID 1822; recombinant PfM18AAP, H-Glu-NHMec fluorogenic cleavage; actives 1.2% (n = 290,000); inhibition, % at 7.35 µM;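 active means inhibition above the campaign mean inhibition over all tested compounds plus 3 SD, cut at about 28% in these data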;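 further: 0% = plate median of test compound wells and 100% = 2 mM ZnCl2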
NS3 helicase inh = blocks Hepatitis C virus NS3 helicase unwinding. actives 0.56% (n = 290,000). NS3 helicase DNA unwinding, Cy5 molecular beacon fluorescence. inhibition, % at 10.9 µM. AID 1800;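 active means inhibition above the mean of all tested compounds plus 3 SD, set per campaign, cut at about 35% in these data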;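 further: 0% = DMSO wells and 100% = thioflavine S control wells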
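Assay system: hepatitis C virus NS3 helicase domain fragment enzyme. Also added: annealed dual-labelled DNA beacon duplex, ATP-started. Timing: 1 h reaction at 25 °C, ATP-initiated. Technique: Cy5 fluorescence at 0 and 60 min, beacon hairpin quenching. Evaluation: % inhibition of unwinding. Replication: one well per compound.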
SUMO HTRF inh = inhibitors of human SUMOylation (UBC9); P63279; HTRF SUMOylation assay, SAE1/SAE2 + UBC9, in vitro; inhibition, % at 35 µM; actives 0.36% (n = 290,000); AID 2006; in the data active means inhibition above about 50%, passing the limit was not always enough; further: strong numbers were not always called active
The depositor's hits bear a star.

Results for CC(CNS(=O)(=O)c1ccccc1)Sc1ncccn1 (stereo not given) ?
IDE act: 3; IDE cell inh: 3; pCIP destab: -2; IMP-1 inhibitor: -3.5; VIM-2 inhibitor: -2.2; DNA FID counter: -9; M18AAP inhibitor: 5; NS3 helicase inh: -4; SUMO HTRF inh: 3

How did CCC(CC)c1nnc(NC(=O)/C=C/c2ccco2)s1 do in these assays?
IDE act: 0; IDE cell inh: 5; pCIP destab: 0; IMP-1 inhibitor: -3.7; VIM-2 inhibitor: -3.6; DNA FID counter: -8; M18AAP inhibitor: 3; NS3 helicase inh: -6; SUMO HTRF inh: 25

How did CCCCC(=O)NC(=S)Nc1cc(C(=O)O)ccc1OC do in these assays?
IDE act: 5; IDE cell inh: 7; pCIP destab: 14; IMP-1 inhibitor: -2.9; VIM-2 inhibitor: -0.6; DNA FID counter: 0; M18AAP inhibitor: 3; NS3 helicase inh: 16; SUMO HTRF inh: -3

How did COC(=O)COc1ccc2c(c1C)O/C(=C\c1ccco1)C2=O do in these assays?
IDE act: 0; IDE cell inh: 6; pCIP destab: -10; IMP-1 inhibitor: -1.4; VIM-2 inhibitor: -0.8; DNA FID counter: -19; M18AAP inhibitor: 22; NS3 helicase inh: 90*; SUMO HTRF inh: 17

What do the screens show for `CC1(C)CC(=O)C=C(NNC(=O)OC(C)(C)C)C1`?
IDE act: 7; IDE cell inh: -1; pCIP destab: -13; IMP-1 inhibitor: -1.9; VIM-2 inhibitor: -1.7; DNA FID counter: 0; M18AAP inhibitor: -2; NS3 helicase inh: 4; SUMO HTRF inh: 13

What do the screens show for `c1cn(-c2ccc(-c3ccnc4ncnn34)cc2)cn1`?
IDE act: 4; IDE cell inh: 4; pCIP destab: 1; IMP-1 inhibitor: -0.8; VIM-2 inhibitor: 45*; DNA FID counter: -1; M18AAP inhibitor: 5; NS3 helicase inh: -7; SUMO HTRF inh: 10

How did O=C1CCCC2=C1Sc1ccccc1N2 do in these assays?
IDE cell inh: -1; pCIP destab: -6; IMP-1 inhibitor: -0.4; VIM-2 inhibitor: -0.1; DNA FID counter: -8; M18AAP inhibitor: 19; NS3 helicase inh: -9; SUMO HTRF inh: 26

Results for CCOC(=O)c1ccc(CNC(=O)CCC(=O)O)cc1 ?
IDE act: -2; IDE cell inh: -6; pCIP destab: -3; IMP-1 inhibitor: -1.7; VIM-2 inhibitor: -4.4; DNA FID counter: 2; M18AAP inhibitor: -7; NS3 helicase inh: 1; SUMO HTRF inh: 22

What do the screens show for `COC(=O)C1CCN(C(=O)C2CCC(=O)N(CCCc3ccccc3)C2)CC1` (stereo not given)?
IDE act: 5; IDE cell inh: 5; pCIP destab: 5; IMP-1 inhibitor: -0.8; VIM-2 inhibitor: -1.7; DNA FID counter: -24; M18AAP inhibitor: -6; NS3 helicase inh: -1; SUMO HTRF inh: 7

How did O=C(CN(Cc1ccccc1Cl)S(=O)(=O)c1ccc(Cl)cc1)N/N=C/c1ccc(C(=O)O)cc1 do in these assays?
IDE act: 6; pCIP destab: -19; IMP-1 inhibitor: -1.6; VIM-2 inhibitor: -1.3; DNA FID counter: -27; M18AAP inhibitor: 3; NS3 helicase inh: 21; SUMO HTRF inh: 10

What do the screens show for `Cc1ccc(-n2ncc3c(SCc4ccccn4)ncnc32)c(C)c1`?
IDE act: 1; IDE cell inh: 7; pCIP destab: 8; IMP-1 inhibitor: -1.3; VIM-2 inhibitor: -0.2; DNA FID counter: -32; M18AAP inhibitor: -12; NS3 helicase inh: -11; SUMO HTRF inh: 15

Results for C=CCCC(=O)Nc1nc(C)c(-c2csc(Nc3cccc(OC)c3)n2)s1 ?
IDE act: 3; IDE cell inh: 6; pCIP destab: -2; IMP-1 inhibitor: 2.7; VIM-2 inhibitor: -1.2; DNA FID counter: 0; M18AAP inhibitor: 2; NS3 helicase inh: -13; SUMO HTRF inh: 21

What do the screens show for `Cc1cc(Cl)c(S(=O)(=O)Nc2ccc3c(c2)OCO3)cc1OCC(=O)NC1CCCCC1`?
IDE act: 7; IDE cell inh: 4; pCIP destab: -3; IMP-1 inhibitor: -0.1; VIM-2 inhibitor: -2.9; DNA FID counter: -31; M18AAP inhibitor: 0; NS3 helicase inh: 4; SUMO HTRF inh: 18

How did COc1ccc(-c2nc3n(c2C)CCC3)cc1 do in these assays?
IDE act: -5; IDE cell inh: 4; pCIP destab: -2; IMP-1 inhibitor: -3.6; VIM-2 inhibitor: -1.8; DNA FID counter: 1; M18AAP inhibitor: -6; NS3 helicase inh: -5; SUMO HTRF inh: 10

Results for N#CC(C(=O)NC1CCCCC1)c1nc2ccccc2nc1N1CCN(c2ccccc2F)CC1 (stereo not given) ?
IDE act: 3; IDE cell inh: 6; pCIP destab: 1; IMP-1 inhibitor: 0.8; VIM-2 inhibitor: 3.0; DNA FID counter: -1; M18AAP inhibitor: -12; NS3 helicase inh: -5; SUMO HTRF inh: 14

Results for O=C(NNC(=O)C1CC1c1ccccc1)Nc1cccc(Cl)c1 (stereo not given) ?
IDE act: 9; IDE cell inh: -3; pCIP destab: -5; IMP-1 inhibitor: -3.3; VIM-2 inhibitor: -1.8; DNA FID counter: -4; M18AAP inhibitor: 9; NS3 helicase inh: -6; SUMO HTRF inh: 8

What do the screens show for `NC(=O)c1ccsc1NC(=O)c1cccs1`?
IDE act: 4; IDE cell inh: 1; IMP-1 inhibitor: -4.4; VIM-2 inhibitor: 2.4; DNA FID counter: 3; M18AAP inhibitor: 7; NS3 helicase inh: 7

Results for O=C1Nc2ccccc2C(O)(C(=O)NC2CC2)N1c1ccc(Cl)c(Cl)c1 (stereo not given) ?
IDE act: 4; IDE cell inh: 3; pCIP destab: -17; IMP-1 inhibitor: -4.8; VIM-2 inhibitor: -2.7; DNA FID counter: -15; M18AAP inhibitor: 1; NS3 helicase inh: 3; SUMO HTRF inh: 5

Results for COc1ccc(CCN(C)C(=O)c2cc(-c3ccc(C)cc3)nc3ccccc23)cc1OC ?
IDE act: 5; IDE cell inh: -6; pCIP destab: -11; IMP-1 inhibitor: -3.5; VIM-2 inhibitor: -0.9; DNA FID counter: -36; M18AAP inhibitor: 2; NS3 helicase inh: -19; SUMO HTRF inh: -6

How did COc1cccc(NC(=O)CSc2ccc3nnc(-c4cccnc4)n3n2)c1 do in these assays?
IDE act: 1; IDE cell inh: 1; pCIP destab: -5; IMP-1 inhibitor: -0.1; VIM-2 inhibitor: 0.2; DNA FID counter: -6; M18AAP inhibitor: 1; NS3 helicase inh: 0; SUMO HTRF inh: 19

What do the screens show for `CCOC(=O)N1CCC(Nc2ncnc3c2cnn3-c2ccccc2)CC1`?
IDE act: -1; IDE cell inh: 2; pCIP destab: 6; IMP-1 inhibitor: -0.8; VIM-2 inhibitor: -0.9; DNA FID counter: -21; M18AAP inhibitor: -16; NS3 helicase inh: 17; SUMO HTRF inh: -35

How did COc1cc(OC)cc(C(=O)N[C@H](C(=O)OCC(=O)c2ccc3c(c2)NC(=O)CO3)C(C)C)c1 do in these assays?
IDE act: -3; IDE cell inh: -1; pCIP destab: -5; IMP-1 inhibitor: -6.2; VIM-2 inhibitor: -4.1; DNA FID counter: -23; M18AAP inhibitor: -10; NS3 helicase inh: 0; SUMO HTRF inh: 18

What do the screens show for `COc1ccc(N2CCN(C(=O)c3cc(-c4cc(OC)ccc4OC)nc4ccccc34)CC2)cc1`?
IDE act: 0; IDE cell inh: 8; pCIP destab: 1; IMP-1 inhibitor: -1.1; VIM-2 inhibitor: -1.8; DNA FID counter: -19; M18AAP inhibitor: 6; NS3 helicase inh: 1; SUMO HTRF inh: -5

Results for Cc1ccc(/C=C/c2onc(C)c2S(=O)(=O)N2CCC(C(=O)NC(C)(C)C)CC2)cc1 ?
IDE act: 1; IDE cell inh: 5; pCIP destab: -7; IMP-1 inhibitor: -1.0; VIM-2 inhibitor: -2.2; DNA FID counter: -34; M18AAP inhibitor: -5; NS3 helicase inh: -27; SUMO HTRF inh: -8

What do the screens show for `CC1=C(C(=O)c2ccccc2)C(c2cccc([N+](=O)[O-])c2)NC(=S)N1` (stereo not given)?
IDE act: 5; IDE cell inh: -4; pCIP destab: 9; IMP-1 inhibitor: -4.3; VIM-2 inhibitor: -3.0; DNA FID counter: 0; M18AAP inhibitor: -1; NS3 helicase inh: 3; SUMO HTRF inh: 18

Results for CC(C)(C)c1ccc(N2C(=O)CSC2c2cccnc2)cc1 (stereo not given) ?
IDE act: -6; IDE cell inh: 0; pCIP destab: -11; IMP-1 inhibitor: -0.7; VIM-2 inhibitor: -2.6; DNA FID counter: -16; M18AAP inhibitor: -1; NS3 helicase inh: 5; SUMO HTRF inh: -16

Results for CCOC(=O)c1cnn(-c2sc(C(=O)OCC)c(C)c2C(=O)OCC)c1N ?
IDE act: -2; IDE cell inh: 2; IMP-1 inhibitor: -2.4; VIM-2 inhibitor: -3.4; DNA FID counter: -7; M18AAP inhibitor: 25; NS3 helicase inh: 14

Results for Cc1nc2cc(-c3sccc3-n3cccc3)nn2c(C)c1C ?
IDE act: 4; IDE cell inh: 2; pCIP destab: -8; IMP-1 inhibitor: -0.9; VIM-2 inhibitor: -1.0; DNA FID counter: -11; M18AAP inhibitor: -24; NS3 helicase inh: 6; SUMO HTRF inh: 1

What do the screens show for `CC(NC(=O)C1(c2cccs2)CCOCC1)c1ccccc1` (stereo not given)?
IDE act: 3; IDE cell inh: -7; pCIP destab: -14; IMP-1 inhibitor: -2.4; VIM-2 inhibitor: -2.6; DNA FID counter: 5; M18AAP inhibitor: -2; NS3 helicase inh: -1; SUMO HTRF inh: 4

How did CC(C)C(C(=O)NCc1ccccc1)N(CC1CCCO1)C(=O)CNS(=O)(=O)c1ccccc1 (stereo not given) do in these assays?
IDE act: 7; IDE cell inh: 0; pCIP destab: 0; IMP-1 inhibitor: -0.7; VIM-2 inhibitor: 1.3; DNA FID counter: -35; M18AAP inhibitor: -9; NS3 helicase inh: 4; SUMO HTRF inh: -4

Results for COC(=O)c1sc(N)c(C(=O)OC)c1COC(=O)CNS(=O)(=O)c1ccc(C)cc1 ?
IDE act: 3; IDE cell inh: 3; pCIP destab: 0; IMP-1 inhibitor: -4.8; VIM-2 inhibitor: -2.6; DNA FID counter: -21; M18AAP inhibitor: 4; NS3 helicase inh: -12; SUMO HTRF inh: 2

Results for O=C(COc1ccccc1)Nc1ccccc1NS(=O)(=O)c1cccs1 ?
IDE act: -3; IDE cell inh: 2; pCIP destab: -14; IMP-1 inhibitor: -2.1; VIM-2 inhibitor: -0.4; DNA FID counter: -13; M18AAP inhibitor: -10; NS3 helicase inh: 3; SUMO HTRF inh: -6

The order is random (roughly 3.6% active in at least one column).
